Source: PubChem BioAssay
MOR-DOR ag: agonists of OPRM1-OPRD1 heterodimerization, primary screen, cell-based, luminescence; cells; activation, % at 9.3 µM; 340,000 tested, 0.3% active; AID 504326, 2011; in the data active means activation above about 18%;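 further: 0% = vehicle-treated cells and 100% = reference agonist; values of inactives mirror those of a sister screen read the other way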
PfHsp90 yeast 2: growth inhibition of PfHsp90-expressing yeast, primary screen, antimalarial PfHsp90 inhibitor project, S. cerevisiae, BacTiter-Glo luminescence, single point, set 2. BacTiter-Glo ATP, 48 h; yeast lacking PDR1 and PDR3 efflux regulators. inhibition, % at 9.4 µM. 310,000 tested, 0.32% active. AID 504621, 2011;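 active means every replicate shows inhibition above about 80%, whatever the replicate mean, limit read from the data; inconclusive means mean inhibition reaches the set limit but some replicate falls short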;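 further: 0% = DMSO neutral controls and 100% = 20 µM radicicol positive controls; yeast relying on Plasmodium falciparum Hsp90 in place of its own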
E coli growth: E. coli V3065 growth inhibition, primary screen, counter-screen for AddAB inhibitor project, absorbance, OD600. AID 449728, 2010. 18 h. inhibition, % at 11.9 µM. 330,000 tested, 0.27% active;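 active means inhibition above the campaign's mean inhibition across all tested compounds plus 3 SD, cut at about 9.9% in these data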;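 further: uninfected addAB+ strain grown without phage in ampicillin broth; 0% = DMSO wells and 100% = ciprofloxacin 0.95 µg/ml wells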
PKA-R1A act: activators of PKA-R1A holoenzyme, primary screen, biochemical, fluorescence polarization, Cy5-IP20, bovine R1A, mouse PKAc. cAMP-dependent protein kinase type I-alpha regulatory subunit (Bos taurus) + …. PKA-R1A dissociation; scaled: DMSO 0%, 113 µM cGMP 100%. activation, % at 11.4 µM. AID 504707, 2011. 340,000 tested, 0.083% active;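 active means percent activation above the mean of all tested compounds plus 3 SD, cut at about 19% in these data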;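 further: higher means more PKAc released from R1A so a rise in polarization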
PKA-R2B activ: activators of PKA-R2B holoenzyme, primary screen, biochemical, fluorescence polarization, Cy5-IP20, human; cAMP-dependent protein kinase catalytic subunit beta (Homo sapiens) + cAMP-dependent …; PKA-R2B holoenzyme dissociation; R2B truncated from residue 108, S112A mutant; 0% DMSO only, 100% 113 µM cGMP; activation, % at 11.4 µM; 340,000 tested, 0.079% active;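 active means activation above a cutoff set at the mean over all compounds plus 3 SD, cut at about 18% in these data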;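 further: higher means more holoenzyme dissociation and a rise in polarization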
Target sequence (P31323 whole entry, looked up, other chains not shown, the tested form may be a part): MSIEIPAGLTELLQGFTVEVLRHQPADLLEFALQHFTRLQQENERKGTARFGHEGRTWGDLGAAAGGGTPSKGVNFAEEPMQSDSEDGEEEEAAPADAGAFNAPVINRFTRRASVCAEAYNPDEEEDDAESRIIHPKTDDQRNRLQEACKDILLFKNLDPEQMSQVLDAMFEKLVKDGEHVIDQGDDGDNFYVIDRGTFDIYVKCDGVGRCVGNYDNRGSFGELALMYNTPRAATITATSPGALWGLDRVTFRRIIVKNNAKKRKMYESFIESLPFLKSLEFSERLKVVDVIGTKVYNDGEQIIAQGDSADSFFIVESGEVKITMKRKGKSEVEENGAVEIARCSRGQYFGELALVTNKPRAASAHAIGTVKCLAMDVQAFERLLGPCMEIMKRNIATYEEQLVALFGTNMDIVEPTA
phage Ecoli inh: growth loss of phage-infected E. coli, primary screen, RecBCD inhibitor project, absorbance, with phage, HTS; inhibition, % at 11.9 µM; 360,000 tested, 0.26% active; in the data active means inhibition above about 11%
AddAB inh: growth inhibition of E. coli expressing H. pylori AddAB, primary screen, AddAB inhibitor project, absorbance. 330,000 tested, 0.29% active. AID 435030, 2010. inhibition, % at 11.9 µM; in the data active means inhibition above about 12%;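 further: 0% = vehicle wells of infected cells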
MOR-DOR inv ag: inverse agonists of MOR-DOR heterodimerization, primary screen, cell-based, luminescence; inhibition, % at 9.3 µM; cell-based MOR-DOR heterodimer luminescence, inverse agonism; 340,000 tested, 0.21% active; AID 504357, 2011; Mu-type opioid receptor (Homo sapiens) + Delta-type opioid receptor (Homo sapiens), …; in the data active means inhibition above about 22%, passing the limit was not always enough;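 further: 0% = cells with DMSO and 100% = wells without cells with DMSO; values of inactives mirror those of a sister screen read the other way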
Tat transport: E. coli Tat export inhibitors, primary screen, MC4100, TorA-mCherry reporter, fluorescence, single point. inhibition, % at 10 µM. 340,000 tested, 0.036% active;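 active means mean replicate inhibition at least 50% and at least half of replicates individually reaching 50%; inconclusive means only one of the two criteria met; inactive means neither criterion met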;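 further: exported cargo escapes ClpAP degradation while cytoplasmic cargo is degraded and loses fluorescence; 0% = median of neutral control wells and 100% = median of NaSCN control wells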
Mot1-301 SUMO: yeast Mot1-301 growth rescue at high temperature, primary screen, SUMOylation pathway inhibitor project, S. cerevisiae, ATP luminescence, 38.5C; S. cerevisiae Mot1-301 growth rescue; percent above DMSO median, 100 means doubled; growth rescue, % at 18.8 µM; 320,000 tested, 1% active; AID 2716, 2010;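 active means every valid replicate shows activation above 250% relative to neutral control wells; inactive means the rest, any valid replicate at or below 250%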;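 further: OY570 slx delta 5 strain wells were the positive control but not used for scaling; some compounds called inactive have numbers as strong as hits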
HTR5A inv ctr: HTR5A inverse agonists in luminescence cell assay, primary screen, counter-screen for OPRM1-OPRD1 heterodimer inverse agonist project, full-deck HTS | 5-hydroxytryptamine receptor 5A (Homo sapiens), P47898 | 340,000 tested, 0.083% active | HTR5A cell line, inverse agonism | inhibition, % at 9.3 µM; in the data active means inhibition mostly above about 23%, no sharp cut-off; inactive means mostly below about 18%;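 further: 0% = cells with DMSO and 100% = no-cell wells with DMSO; some compounds called inactive have numbers as strong as hits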
Target sequence (P47898 whole entry, looked up): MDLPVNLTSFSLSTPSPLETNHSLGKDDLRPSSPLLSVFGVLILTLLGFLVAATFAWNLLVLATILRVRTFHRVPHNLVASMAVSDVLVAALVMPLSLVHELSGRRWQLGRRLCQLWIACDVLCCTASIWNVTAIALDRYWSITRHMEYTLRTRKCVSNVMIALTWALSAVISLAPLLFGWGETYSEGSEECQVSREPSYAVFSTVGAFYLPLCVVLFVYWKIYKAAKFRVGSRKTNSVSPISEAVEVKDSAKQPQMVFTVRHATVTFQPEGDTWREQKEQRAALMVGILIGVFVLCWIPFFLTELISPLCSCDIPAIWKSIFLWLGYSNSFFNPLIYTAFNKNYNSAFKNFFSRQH
An asterisk follows results filed as active; ? = inconclusive; / = not tested or not shown.

SMILES	MOR-DOR ag	PfHsp90 yeast 2	E coli growth	PKA-R1A act	PKA-R2B activ	phage Ecoli inh	AddAB inh	MOR-DOR inv ag	Tat transport	Mot1-301 SUMO	HTR5A inv ctr
COC(=O)Cc1cc(=O)n2c(nc3ccccc32)[nH]1	-1.6	-11	-0.6	1	3	1.2	-1.7	8	-9	-10	1
COc1cccc(CNC(=O)CCNC(=O)c2ccco2)c1	0.1	22	0.9	-6	-6	-1.0	0.5	-1	0	-3	6
CNC(=O)CCc1ccc(OC)cc1	-2.4	-1	3.2	-3	-5	2.4	0.4	12	4	8	14
O=C1c2ccccc2C(=O)N1CCCC(=O)N1CCc2ccccc21	-2.6	-35	-0.4	4	8	2.1	3.6	12	2	-10	12
CC(=O)Nc1ccc(S(=O)(=O)NNC(=O)c2cccc(Br)c2)cc1	-1.6	-4	-1.8	-11	2	2.4	-1.6	9	11	-4	19
CCN1C[C@@H]2[C@@H]3C(=O)N(Cc4ccccc4)C(=O)[C@@H]3[C@](C)(C1=O)N2C(=O)c1ccc(C)cc1	-1.4	-5	/	-7	-6	2.2	/	8	-30	/	-6
O=C(COc1ccc(Cl)cc1Cl)N1CCCN(C(=O)COc2ccc(Cl)cc2Cl)CC1	5.5	/	-0.1	-10	-4	-0.2	0.6	-32	25	-36	-50
Cc1[nH]c2ccccc2c1C(=O)CN1CCC(C)CC1	-2.4	12	0.7	-13	-5	3.6	0.4	13	4	-22	1
CCOC(=O)C1(C(N)=O)OC1(c1ccc(Cl)cc1)c1ccccc1Cl (stereo unspecified)	-1.4	-7	/	-3	-7	4.1	/	6	-3	/	-1
CCOc1ccc(/C(C)=N/NC(=O)Cn2nc([N+](=O)[O-])cc2C)cc1	-2.8	-1	2.9	-8	-1	2.5	3.0	14	13	-19	-7
CC1(C)O[C@@H]2CC3C4C[C@H](F)C5=CC(=O)C=CC5(C)C4C(O)CC3(C)[C@]2(C(=O)CO)O1 (stereo partly specified)	0.8	-9	-1.0	2	5	3.6	-0.6	-5	0	323	5
O=C(c1cc(-c2cccc(Cl)c2)on1)N1CCN(c2ccccc2)CC1	0.8	13	-0.6	0	12	1.0	2.3	-6	4	6	0
Cc1ccc2c(NC(=O)c3ccco3)cccc2n1	-2.1	27	-1.4	1	7	3.1	-1.8	11	9	1	2
O=C(Cn1c2[n+](c3ccc(C(F)(F)F)cc31)CCCCC2)c1ccc2c(c1)OCCO2	-1.0	-1	-1.6	-11	-8	5.2	-0.4	7	6	10	9
Cc1oc(-c2ccccc2Cl)nc1CSCC(=O)O	-2.8	16	-2.6	-9	-10	4.2	-1.3	15	4	/	-3
O=C(COC(=O)CNC(=O)c1ccc(Cl)cc1)NC1CCCCCC1	-2.5	/	0.7	-11	-1	3.3	2.3	10	2	0	14
COc1cc(-c2cc(-c3ccc(N)cc3)[nH]c(=O)c2C#N)cc(OC)c1OC	-0.3	28	-0.3	0	-4	-0.6	-1.7	2	-1	-3	5
CCNC(=O)NC(=O)C(C)Sc1nc2ccccc2c(=O)n1-c1cccnc1 (stereo unspecified)	-1.2	10	-0.2	3	-5	3.5	2.2	8	1	18	-8
O=C(COC(=O)C1CC1)Nc1ccc(N=Nc2ccccc2)cc1	1.5	11	1.1	-2	6	4.2	2.9	-7	1	-6	-21
N#CCCN1CCN(S(=O)(=O)c2ccc3c(c2)OCCCO3)CC1	-1.8	3	-1.1	6	-2	3.7	3.9	10	1	-8	7
CCSc1nnc(NC(=O)CCC2CCCCC2)s1	-1.1	2	0.7	1	-4	0.7	0.7	6	17	3	-4
CC(C)c1cccc(C(C)C)c1NC(=O)CN1C(=O)NC2(CCCC2)C1=O	-1.8	-3	-1.9	5	-4	-0.3	2.2	11	-4	-4	-7
Nc1ccc(-c2cnc[nH]2)cc1[N+](=O)[O-]	-3.0	9	2.3	12	1	3.2	3.3	16	-6	0	11
COc1ccc(N(CC(=O)NC2CCCCC2)C(=O)CNC(=O)c2ccco2)cc1	-0.7	0	-0.5	2	-2	3.6	2.8	4	16	14	-5
Cc1cc(S(=O)(=O)NCCN2CCOCC2)c(C)s1	-3.3	23	1.6	11	3	2.0	0.3	16	0	112	5
CCc1ccc(N(CC(=O)NC(C)C)C(=O)CCC(=O)Nc2nccs2)cc1	-3.0	-5	0.2	6	-8	0.7	-0.1	14	7	-24	-7
CCOC(=O)C1CCN(C(=O)Cn2cc3c(n2)CCC(C)C3)CC1 (stereo unspecified)	-2.0	4	-0.3	-1	-2	2.4	2.9	10	-10	-15	9
Cc1cc(-c2ccc(N3C(=O)CCC3=O)c(C)c2)ccc1N1C(=O)CCC1=O	-1.4	-22	1.0	-6	-3	0.7	-0.3	7	0	-3	-26
O=C(NCc1ccccc1Cl)C1CCN(S(=O)(=O)N2CCCC2)CC1	-4.7	18	2.0	-1	-3	0.5	2.4	24	1	92	6
Cc1ccccc1OCC(=O)Nc1ccc(S(=O)(=O)N2CCCC2)cc1	0.1	/	3.7	-1	-5	4.5	-0.8	-1	-4	0	11
O/N=C(/CN(O)/C=C1/C=CC=N1)c1cccs1	0.4	-5	2.9	-7	1	7.0	2.5	-2	4	-11	0
COc1ccccc1NC(=O)CN1CCN(CC(=O)Nc2ccc(OCc3ccccc3)cc2)CC1	1.1	-18	-2.5	-8	-4	2.3	1.1	-5	4	58	1
Cn1c(N)c(C(=O)CSc2ccc3c(c2)OCCO3)c(=O)n(C)c1=O	-2.5	-5	-3.1	-1	-10	5.0	3.8	11	1	4	-4
COc1ccc(/C=C/C(=O)NC(=S)Nc2cc3oc4ccccc4c3cc2OC)cc1	-2.0	-7	0.4	1	1	2.6	2.6	12	0	3	-13
CCN(CC)S(=O)(=O)c1ccc(NS(=O)(=O)c2ccc(C)c(C)c2)cc1	-2.7	5	0.2	-9	-7	1.2	2.9	13	3	208	18
CC(C)Cc1ccc(-c2cc(=O)[nH][nH]2)cc1	/	0	-1.7	/	/	2.3	2.1	/	-2	14	/
Cc1cccc(NC(=O)Cn2nc(-c3cccs3)ccc2=O)c1C	-2.3	-22	-2.0	-9	-6	3.9	3.4	14	9	171	-3
Cc1ccc(N=C(NO)c2cnccc2C(F)(F)F)c(C)c1	-1.7	35	-6.2	-5	3	-1.2	-2.2	8	1	74	-1
O=C(CCN1CCCCO1)N1CCCC(N2CCN(c3ccc(F)cc3)CC2)C1 (stereo unspecified)	-1.2	-2	-1.4	-19	-19	0.6	2.9	6	0	-13	-14
CC(=O)c1ccc2c(c1)OCCOCCOc1ccccc1OCCOCCO2	-0.8	-2	0.3	1	-8	1.0	5.5	4	-6	-16	2
CCN(Cc1ccccc1)S(=O)(=O)c1ccc(C(=O)Nc2nnc(-c3ccccc3OC)o2)cc1	1.2	-54	-0.8	-12	-3	2.1	-3.2	-7	1	5	14
COc1ccc(CCNC(=O)c2ccc(NS(=O)(=O)c3c(C)noc3C)cc2)cc1OC	-2.1	1	-1.1	-7	2	-1.1	0.3	11	-5	-5	-13
COCc1cc(C)n(CC(=O)NC(C)c2ccccc2)c(=O)c1C#N (stereo unspecified)	-2.2	16	1.0	-6	-11	-1.5	2.8	14	?	220	-1
O=C(NCC(=O)N(Cc1ccccc1)C(C(=O)NC1CCCC1)c1ccco1)c1ccco1 (stereo unspecified)	-2.4	7	-2.1	-6	-1	0.6	-2.0	14	-10	-7	-3
COc1ccc(Cn2nnnc2CN2CCC(O)(c3ccc(F)cc3)CC2)cc1	-0.3	9	4.4	0	0	0.8	6.4	2	-2	7	-12
C(=N\N1CCN(Cc2ccccc2)CC1)/c1cccs1	0.3	4	0.5	-2	2	1.6	0.2	-2	-4	15	20
Cc1ccccc1-n1c(=O)n(Cc2ccco2)c(=O)c2[nH]cnc21	-2.8	-1	-0.4	-9	-8	0.1	0.1	12	7	-4	24
C#CC[N+](C)(C)CC#Cc1ccccc1	-0.9	-12	-2.2	-5	-8	3.8	0.9	5	2	66	3
CCc1sc(-c2c(C#N)c(N)nc3c2CCCCCC3)cc1[N+](=O)[O-]	2.2	-7	-0.6	-9	-4	-0.3	1.4	-13	-2	/	16
O=C(O)CSc1nc(-c2ccccc2)c(-c2ccccc2)[nH]1	-1.8	22	2.5	-2	-4	-1.6	-0.4	10	-3	2	-8
COc1cc(NC(=O)c2ccc([N+](=O)[O-])o2)ccc1NC(=O)c1ccco1	11	11	12*	11	2	8.2	16*	-58	-3	6	10
Cc1cc(C)n2nc(C(=O)OCC(=O)N(CC(C)C)CC(C)C)nc2n1	-2.7	-13	4.0	10	-3	2.9	1.0	13	-4	22	17
Cc1ccccc1S(=O)(=O)N1CCN(C)CC1	-1.9	-5	2.9	6	-1	-0.4	0.5	9	-5	-3	5
CCOC(=O)c1nnn(-c2nonc2N)c1CN(C)C1CCCCC1	4.0	-29	0.7	-9	11	0.8	2.2	-17	4	7	9
O=C(CN1C(=O)c2ccccc2S1(=O)=O)Nc1ccc([N+](=O)[O-])cc1	-2.7	5	2.3	2	-3	3.5	0.3	11	9	-3	2
CC1=CC(C)C2C(=O)N(c3ccccc3)C(=O)C2C1 (stereo unspecified)	1.0	/	-1.1	6	2	0.8	1.4	-6	-6	0	-23
CCOC(=O)C(C(=O)Nc1ccccn1)C1CCCCC1 (stereo unspecified)	-0.1	/	-0.8	-9	-7	2.9	2.3	1	-14	-22	6
CCCCN1CCc2[nH]c(=S)[nH]c(=O)c2C1	-0.4	-18	0.9	-9	-1	1.9	1.9	2	-5	-4	-9
Cc1cc(=O)oc2cc(OCC(=O)Nc3nnc(CC(C)C)s3)ccc12	-1.9	3	-0.1	-2	-8	2.7	-1.0	11	-6	171	5
C[C@@H]1CN([C@H](C)CO)C(=O)c2cccc(NC(=O)c3ccncc3)c2O[C@@H]1CN(C)Cc1ccc(C(=O)O)cc1	-0.5	-11	1.1	-6	6	2.9	1.2	3	4	-6	-2
CCC(CC)C(=O)Nc1cc(C)cc(C)c1	-2.9	1	-1.5	6	0	-0.5	-0.5	17	3	217	-4
CCCn1nc(C(=O)Nc2cccc(C(=O)OC)c2)c2ccccc2c1=O	0.2	/	-1.7	-6	-4	1.1	-1.1	-1	7	-20	-14
